Compound activity (PubChem)
inhibitors of VEEV: inhibitors of VEEV TC-83 cytopathic effect, confirmation, Vero cells (AID 588727). Vero cells, VEEV TC-83 cytopathic effect inhibition; higher % means a stronger effect. inhibition, % at 20 µM, or IC50 in µM where a hit was titrated. actives 0.13% (n = 350,000); in the data active means a potency from the dose series; inconclusive means inhibition mostly from about 14% at the one dose, without a potency; inactive means the rest, 99 in 100 with inhibition below about 12%; further: strong numbers were not always called active
PhoP GFP inhibition: PhoP regulon inhibitors, Salmonella typhi PhoP promoter GFP reporter, confirmatory (AID 1850). actives 0.33% (n = 310,000). one-dose inhibition, % at 50 µM; IC50 in µM for titrated hits. Salmonella Typhi PhoP-promoter GFP reporter, fluorescence, 4 h; higher % means a stronger effect; in the data active means a potency from the dose series; inconclusive means inhibition mostly from about 25% at the one dose, without a potency; inactive means the rest, 99 in 100 with inhibition below about 19%;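 further: 0% = induced wells with vehicle and 100% = uninduced wells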
M. tuberculosis: growth inhibition of non-replicating M. tuberculosis (AID 488890); one-dose inhibition, % at 25 µM; IC50 in µM for titrated hits; Mycobacterium tuberculosis non-replicating, growth inhibition; higher % means a stronger effect; actives 0.39% (n = 320,000); in the data active means a potency from the dose series; inconclusive means inhibition mostly from about 82% at the one dose, without a potency; inactive means the rest, 99 in 100 with inhibition below about 76%;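 further: plate controls were DMSO cells for no effect and high antibiotic wells for full effect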
H37Rv inhibition: M. tuberculosis growth inhibition, HTS (AID 449762); M. tuberculosis H37Rv growth inhibition, 7H9 media; higher % means a stronger effect; one-dose inhibition, % at 25 µM; IC50 in µM for titrated hits; actives 0.59% (n = 330,000); in the data active means a potency from the dose series; inconclusive means inhibition above about 70% without an active follow-up result;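 further: bacterial growth assessed after seven days of incubation; strong numbers were not always called active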
influenza NS1A: H1N1 influenza NS1A inhibitors, functional cell based assay (AID 504329). inhibition, % at 12.5 µM, or IC50 in µM where a hit was titrated. actives 0.3% (n = 340,000). NS1A functional cell-based assay, percent inhibition; higher % means a stronger effect; in the data active means a potency from the dose series; inconclusive means inhibition above about 27% without an active follow-up result; further: strong numbers were not always called active
inhibitors of VEEV 10K pilot screen: recorded beside inhibitors of VEEV, whose call it bears; inhibition, %; measured here: 10K pilot screen inhibition
Starred values were filed as active, the others as inactive; i = inactive; ? = inconclusive; nt = no result given.

SMILES | inhibitors of VEEV | PhoP GFP inhibition | M. tuberculosis | H37Rv inhibition | influenza NS1A | others
OCC1OCOC2C(CO)OCOC12 (stereo not given) | i | nt | nt | nt | -1%
COc1ccc(C(=O)N/C(=C/c2cccs2)C(=O)NCCCn2ccnc2)cc1OC | i | 6% | 10% | -7% | 0%
CCN(CC)S(=O)(=O)c1cc(C(=O)OCC(=O)Nc2ccc(-c3nc4ccc(C)cc4s3)cc2)ccc1F | 2.9% | -11% | -19% | 4% | -11%
c1ccc(-n2ncc3c2ncn2nc(-c4ccco4)nc32)cc1 | 1.3% | -8% | 5% | 6% | -2%
COc1ccc(/C=C/C(=O)c2cc3cccc(OC)c3oc2=O)cc1 | 31% | 7% | 42% | 2% | 2%
O=C(NCCSCc1c(F)cccc1Cl)Nc1ccccc1 | 2.5% | 1% | -8% | 0% | 2%
CC(C)OCCCN1CC(=O)N2C(c3cccc([N+](=O)[O-])c3)c3[nH]c4ccccc4c3C[C@H]2C1=O (stereo not given in full) | 2.4% | -2% | 22% | 19% | -16%
CCn1c(SCC(=O)NC2CC2)nnc1-c1ccc(OC)cc1 | 2.9% | -13% | -1% | 2% | -8%
Cc1cccc(N2CCN(S(=O)(=O)c3c(C)nc4scc(C)n4c3=O)CC2C)c1 (stereo not given) | 1.5% | 6% | 1% | 0% | 1%
CCC(=O)Nc1sc2c(c1C#N)CCCCC2 | 5.5% | -7% | 1% | 4% | -11%

A draw from above in order of SMILES length, low to high.
SMILES | inhibitors of VEEV | PhoP GFP inhibition | M. tuberculosis | H37Rv inhibition | influenza NS1A | others
OCC1OCOC2C(CO)OCOC12 (stereo not given) | i | nt | nt | nt | -1%
CCC(=O)Nc1sc2c(c1C#N)CCCCC2 | 5.5% | -7% | 1% | 4% | -11%
O=C(NCCSCc1c(F)cccc1Cl)Nc1ccccc1 | 2.5% | 1% | -8% | 0% | 2%
c1ccc(-n2ncc3c2ncn2nc(-c4ccco4)nc32)cc1 | 1.3% | -8% | 5% | 6% | -2%
COc1ccc(C(=O)N/C(=C/c2cccs2)C(=O)NCCCn2ccnc2)cc1OC | i | 6% | 10% | -7% | 0%
CCN(CC)S(=O)(=O)c1cc(C(=O)OCC(=O)Nc2ccc(-c3nc4ccc(C)cc4s3)cc2)ccc1F | 2.9% | -11% | -19% | 4% | -11%
CC(C)OCCCN1CC(=O)N2C(c3cccc([N+](=O)[O-])c3)c3[nH]c4ccccc4c3C[C@H]2C1=O (stereo not given in full) | 2.4% | -2% | 22% | 19% | -16%

The results go on:
SMILES | inhibitors of VEEV | PhoP GFP inhibition | M. tuberculosis | H37Rv inhibition | influenza NS1A | others
CCN1CCC(NC(=O)Nc2ccc(F)cc2)CC1 | i | 1% | -7% | -6% | 5%
O=C(Cc1cccc2ccccc12)Nc1ccccc1C(=O)O | 0.4% | -5% | 52% | 8% | 5%
CC1(C)CC(=O)C(C=NC2CC(C)(C)NC(C)(C)C2)=C(O)C1 | i | -10% | 18% | 38% | -1%
COc1cc(NC(=O)COc2ccc(Cl)cc2)ccc1-c1cc2ccccc2oc1=O | 7.4% | -7% | 30% | 7% | -1%
O=C(CN1CCN(Cc2ccc(Cl)cc2)CC1)N1CCc2ccccc21 | i | 10% | 68% | -10% | 1%
COc1ccc(-c2noc(CCC(=O)NCCCN3CCN(c4ccccc4F)CC3)n2)cc1 | i | -9% | 24% | -3% | -3%
O=C(Cn1nnc2ccccc2c1=O)Nc1cc(C(F)(F)F)ccc1N1CCOCC1 | 4.2% | 9% | 3% | -9% | 0%
CN1C(=O)C(N=Nc2ccccc2C(=O)O)N(C)C1=S (stereo not given) | 3.0% | 0% | 26% | 10% | -2%
CC(=O)c1cccc(NC(=O)NC(C)c2ccncc2)c1 (stereo not given) | i | 12% | -9% | -2% | -13%
CCOC(=O)CNC(=O)CSc1nc(N(C)C)nc(N2CCOCC2)n1 | 0.5% | -6% | 3% | 3% | 3%

Next section (2 carried over from the part before).
SMILES | inhibitors of VEEV | PhoP GFP inhibition | M. tuberculosis | H37Rv inhibition | influenza NS1A | others
CC(=O)c1cccc(NC(=O)NC(C)c2ccncc2)c1 (stereo not given) | i | 12% | -9% | -2% | -13%
CCOC(=O)CNC(=O)CSc1nc(N(C)C)nc(N2CCOCC2)n1 | 0.5% | -6% | 3% | 3% | 3%
CC(C)c1ccc(NC(=S)NN2C(C)CCCC2C)cc1 (stereo not given) | 1.9% | 3% | 53% | 5% | nt
Cn1c(=O)[nH]c(=O)c2c1nc1n2CCCN1Cc1ccccc1 | 0.5% | -7% | -2% | 3% | nt
CCN(C(=O)c1cccnc1SC)C12CC3CC(CC(C3)C1)C2 | i | 15% | 65% | 1% | 5%
O=[N+]([O-])c1cc(F)c(N2CCCCCC2)cc1N1CCNCC1 | 12% | -2% | ? | 3% | 13%
COc1cc(NC(=O)COC(=O)CNC(=O)c2ccc(Cl)cc2)c(C)cc1[N+](=O)[O-] | i | -10% | -12% | 3% | 1%
Cn1c(N)nc2ccccc2c1=O | 1.0% | 4% | -2% | 49% | nt
O=C(NCc1cc(F)ccc1F)C1CCC(=O)N(C2CCCCCC2)C1 (stereo not given) | 0.3% | -1% | 23% | 0% | -2%
CN(CC1CCCN(CCc2ccc(Cl)cc2)C1)C(=O)c1ccc2nc[nH]c2c1 (stereo not given) | 0.1% | -5% | 2% | 2% | 0%
O=C(COc1ccccc1Cl)Nc1ccc2[nH]c(=O)[nH]c2c1 | 0.1% | nt | nt | nt | -9%
O=C(Nc1ccc(Cl)cc1)N1CCC(c2ccccc2)C1 (stereo not given) | 0.3% | 15% | ? | 1% | -10%
CCNc1nc(NCC)n2c(SCC(=O)Nc3ccccc3Cl)nnc2n1 | 4.5% | 2% | -27% | 3% | -7%
CCN(CC)C(=O)Nc1ccc(Br)cc1 | 1.0% | 7% | 15% | -3% | -6%
N#CC1=C(N)Nc2ncnn2C1c1ccccc1 (stereo not given) | nt | -16% | -14% | 1% | nt
CCOC(=O)C1(Cc2cccc(Cl)c2)CCCN(C(=O)CCN2CCCC2=O)C1 (stereo not given) | 0.2% | 3% | 4% | 0% | -26%
COc1ccc2nc3c(cc2c1)c(NC(=O)c1cccs1)nn3CC(C)C | 13% | 7% | 38% | 8% | -32%
COc1cc(C)ccc1OCCCCOc1ccccc1C(C)=O | i | -9% | 40% | -4% | -13%
COc1ccc(NC(=O)c2cccc(S(=O)(=O)NCc3ccco3)c2)c(OC)c1 | 11% | 10% | 5% | 6% | -3%
CN(c1ccc(C(=O)NC2CC2)cc1)S(=O)(=O)c1ccccc1 | 0.1% | 3% | -12% | 4% | 25%
Cc1nn(C)c(C)c1/C=N/O | 2.0% | -2% | -8% | 9% | -15%
CCN(CCNC(=O)CCCn1nc(C)n2c(cc3sccc32)c1=O)c1ccccc1 | 7.7% | -6% | 14% | -7% | 2%
COc1ccc(C(=O)NCc2ccc3c(c2)OCO3)cc1S(=O)(=O)N(C)Cc1ccccc1 | 9.5% | -9% | -8% | 9% | -6%
Oc1ccc(C[C@H]2CNCCN2CCCCC2CCCCC2)cc1 | 0.1% | 65µM* | ? | 31µM* | 11%
CC(C)=CCCC(C)CN1CCC(n2nccc2NC(=O)c2cccnc2)CC1 (stereo not given) | 2.8% | 0% | 8% | 1% | 20%
CC(C)c1ccc(/C=C/C(=O)Nc2nn[nH]n2)cc1 | nt | 1% | 48% | 26% | nt
N/C(=N\OC(=O)CC1CCCCC1)c1ccncc1 | i | -3% | 6.4µM* | -1% | -14% | inhibitors of VEEV 10K pilot screen=0.2
Cc1ccccc1CNC(=O)c1ccccc1C(=O)O | 0.1% | -9% | 7% | 4% | -10%
Cn1cccc1Cc1nnc(SCC(=O)Nc2ccccc2)n1-c1ccc(F)cc1 | i | 2% | 42% | -5% | 2%
Cc1cccc(Nc2c3c(nc4ncnn24)CCC3)c1 | i | -4% | -8% | 4% | 10%
COC(=O)Cn1ncc2c3ccccc3n(Cc3ccccc3)c2c1=O | 5.9% | -1% | 10% | -4% | 0%
CN(C)CCNc1nc(-c2ccccc2)c2c(c1C#N)CC(C)(C)OC2 | 0.4% | -8% | 4% | 3% | -6%
N#Cc1ccc(C(=O)Nc2nc(SCc3ccc(Cl)cc3)n[nH]2)cc1 | 1.3% | -1% | 2% | 4% | -9%
CCC1(c2ccccc2)NC(=O)N(CC(=O)NNC(=O)COc2ccc(Cl)cc2C)C1=O (stereo not given) | 6.8% | nt | -16% | -4% | -4%
C#CCOCCOCCOCCNc1nc(N2CCN(C(=O)[C@H](CCCCN)n3cc(CN)nn3)CC2)nc(N2CCN(C(=O)[C@H](CCC(=O)O)n3cc(CN)nn3)CC2)n1 | 0.7% | nt | 9% | -2% | -18%
Cc1ccc(-c2nn(C)c(=O)c3ccccc23)cc1S(=O)(=O)NCCO | 0.1% | -2% | -12% | 5% | -8%
CC(=O)NS(=O)(=O)c1cccnc1Nc1ccc(Cl)c(Cl)c1 | i | -1% | 14% | 1% | -26%
CCCCNCCOCCOc1ccc(F)cc1 | 3.1% | 4% | 24% | -9% | -5%
Cc1ccc(N(CC(=O)NCc2ccco2)C(=O)CCC(=O)Nc2nccs2)cc1 | i | 10% | -6% | 3% | 12%
COC(=O)C1CCN(C(=O)c2cc(-c3ccc(Cl)s3)nc3ccccc23)CC1 | 6.0% | nt | 17% | 44% | -7%
CCOC(=O)c1ccc(NC(=S)NN2CCOCC2)cc1 | i | -2% | 0% | 0% | -2% | inhibitors of VEEV 10K pilot screen=1.1
O=C(COC(=O)CN1C(=O)C2CCCCC2C1=O)NC1CCS(=O)(=O)C1 (stereo not given) | 1.5% | -6% | 8% | 5% | -4%

Quoted at random: 3 records from the list, in no set order.
SMILES | inhibitors of VEEV | PhoP GFP inhibition | M. tuberculosis | H37Rv inhibition | influenza NS1A | others
CCC(=O)Nc1sc2c(c1C#N)CCCCC2 | 5.5% | -7% | 1% | 4% | -11%
CC(=O)c1cccc(NC(=O)NC(C)c2ccncc2)c1 (stereo not given) | i | 12% | -9% | -2% | -13%
CC1(C)CC(=O)C(C=NC2CC(C)(C)NC(C)(C)C2)=C(O)C1 | i | -10% | 18% | 38% | -1%

Back to the main list, repeating the two entries before the break.
SMILES | inhibitors of VEEV | PhoP GFP inhibition | M. tuberculosis | H37Rv inhibition | influenza NS1A | others
CCOC(=O)c1ccc(NC(=S)NN2CCOCC2)cc1 | i | -2% | 0% | 0% | -2% | inhibitors of VEEV 10K pilot screen=1.1
O=C(COC(=O)CN1C(=O)C2CCCCC2C1=O)NC1CCS(=O)(=O)C1 (stereo not given) | 1.5% | -6% | 8% | 5% | -4%
Brc1ccc(-c2noc(COc3ccc4ccccc4c3)n2)o1 | 0.6% | -5% | nt | -6% | 3%
Cc1cc(N2CC(C(=O)O)CC2=O)ccc1Br (stereo not given) | 1.4% | 1% | 0% | -6% | -3%
CCCCn1c(SCC(=O)c2ccccc2)nc2ccsc2c1=O | 1.3% | 2% | -2% | 5% | -8%
COc1nc(-c2ccccc2)cc(-c2ccc(OC)c(OC)c2)n1 | i | -7% | 35% | 45µM* | -2%
COc1ccc(CC(=O)Nc2ccc(S(=O)(=O)Nc3cc(C)on3)cc2)cc1 | 1.0% | -2% | 13% | 2% | 1%
CC(C(=O)Nc1cc([N+](=O)[O-])ccc1Cl)N1CCN(c2ccc(O)cc2)CC1 (stereo not given) | 0.7% | 3% | 48% | -4% | 14%
COc1cc(C(=O)O)ccc1OC(C)=O | 0.5% | -2% | 1% | 1% | 3%
Cn1c(=O)cc(Nc2ccc(Cl)cc2)[nH]c1=O | i | 3% | -14% | 6% | 2%
CN(NC(=O)c1ccccc1F)c1nc(C(F)(F)F)nc2ccccc12 | 8.7% | -6% | 4% | -2% | -16%
COC(=O)[C@H](Cc1ccccc1)NC(=O)N1CCCCCC1 | 1.1% | -1% | -20% | 0% | -3%
CCCCc1cc(=O)oc2c3c(cc(OCC(=O)N4CCC[C@H]4C(=O)O)c12)OC(C)(C)CC3 | i | -1% | -14% | -8% | 1%
Cc1cccc(CN2CCC(Oc3ccc(C(=O)N4CCCC4)cc3)CC2)n1 | 1.0% | -5% | -2% | 2% | -2%
O=C(CN1C2=NCCCN2c2ccccc21)c1ccc(Cl)cc1Cl | 1.7% | 16% | 2% | 9% | 6%
CCCCCCCCCCCCCCCC(=O)Nc1ccn(C2OC(CO)C(O)C2O)c(=O)n1 (stereo not given) | ? | nt | nt | nt | 9%
O=C(O)/C=C/c1ccc(O)c(O)c1 | 0.8% | -2% | 4% | 18% | 3%
